procasp3 activ = activators of human procaspase-3 D3A mutant, primary screen, biochemical, absorbance, PC-3 D3A mutant, single concentration; Caspase-3 (Homo sapiens), P42574; recombinant procaspase-3 D3A, Ac-DEVD-pNA absorbance 405 nm; activation, % at 8.5 µM; 0.11% of 330,000 active; AID 463141, 2010;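 active = activation above the mean of all tested compounds plus 3 SD, cut at about 21% in these data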;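 note: 0% = DMSO alone and 100% = DMSO wells spiked with extra 5 µM PC-3 D3A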
Target sequence (P42574 whole entry D9A/D28A/D175A): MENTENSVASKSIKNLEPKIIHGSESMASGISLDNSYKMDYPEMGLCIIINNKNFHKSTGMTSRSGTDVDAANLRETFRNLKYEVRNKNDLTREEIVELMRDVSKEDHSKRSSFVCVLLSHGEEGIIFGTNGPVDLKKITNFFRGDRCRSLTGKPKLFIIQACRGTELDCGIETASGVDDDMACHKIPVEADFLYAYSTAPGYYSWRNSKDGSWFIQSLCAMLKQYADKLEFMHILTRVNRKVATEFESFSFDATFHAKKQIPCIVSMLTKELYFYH
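Test system: Procaspase-3 D3A mutant; medium: Zinc-free HEPES/NaCl buffer with 0.01% Triton X-100 at pH 7.4; reagent: DEVD-pNA substrate; doses: one concentration, 8.5 µM nominal, 0.8% DMSO; times: 1 h preincubation plus 2 h reaction at 25 °C; signal: Epi-absorbance at 405 nm of released p-nitroaniline, 0 and 120 min; replicates: singlicate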
HCV core dimer = inhibitors of HCV core protein dimerization, primary screen, biochemical, TR-FRET, high-throughput; inhibition, % at 5 µM; AID 1899, 2009; TR-FRET GST/Flag-core106 dimerization, 1536-well; 0.33% of 300,000 active;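 active = inhibition above the mean of all tested compounds plus 3 SD, set per screening campaign, cut at about 45% in these data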
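test system = GST/Flag-tagged HCV core106 proteins | probe or stimulus = Eu donor and XL665 acceptor anti-tag antibodies | times = compound-protein-antibody incubation 4 h at 22.5 °C | signal = TR-FRET, excitation 340 nm, emission 617 and 671 nm | measure = percent inhibition of core106 dimerization signal | controls = wells lacking GST-core106 and wells with excess unlabelled core106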
PP5 inh = PP5 phosphatase inhibitors, primary screen, biochemical, fluorescence. Serine/threonine-protein phosphatase 5 (Homo sapiens), P53041. purified PP5c, OMFP substrate fluorescence. inhibition, % at 6.7 µM. 0.18% of 320,000 active. AID 1987, 2009;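 active = inhibition above the campaign's mean inhibition across all tested compounds plus 3 SD, cut at about 9.5% in these data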;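 note: 0% = DMSO only and 100% = 100 µM cantharidin control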
Target sequence (P53041 whole entry, looked up): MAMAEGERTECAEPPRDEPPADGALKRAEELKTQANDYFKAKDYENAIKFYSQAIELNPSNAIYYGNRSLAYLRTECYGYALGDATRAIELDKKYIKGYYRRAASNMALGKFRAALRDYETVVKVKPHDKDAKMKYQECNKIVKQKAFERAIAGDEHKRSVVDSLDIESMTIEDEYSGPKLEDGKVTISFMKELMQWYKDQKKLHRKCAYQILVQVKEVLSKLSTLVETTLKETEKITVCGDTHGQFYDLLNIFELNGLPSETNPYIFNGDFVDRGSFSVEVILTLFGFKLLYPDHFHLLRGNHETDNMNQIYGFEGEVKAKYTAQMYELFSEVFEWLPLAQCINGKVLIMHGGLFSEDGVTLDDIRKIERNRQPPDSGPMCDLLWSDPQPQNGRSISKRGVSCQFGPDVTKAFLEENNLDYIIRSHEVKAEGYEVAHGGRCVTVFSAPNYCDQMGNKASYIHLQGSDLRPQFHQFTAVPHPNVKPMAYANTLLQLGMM
CTSL1 counter = Fasciola hepatica cathepsin L1 inhibitors, primary screen, counter-screen for PFM18AAP inhibitor project, biochemical, QFRET, fluorogenic peptide substrate; recombinant F. hepatica cathepsin L1, Z-Leu-Arg-MCA fluorescence; 0.49% of 300,000 active; inhibition, % at 5.96 µM;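 active = inhibition above the mean of all tested compounds plus 3 SD, set per screening campaign, cut at about 17% in these data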;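 note: 0% = plate median of test compound wells and 100% = 1 µM Z-Phe-Ala-diazomethylketone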
VLA-4 inh = inhibition in human VLA-4 binding assay, primary screen, VLA-4 allosteric modulator project, MLPCN library, flow cytometry, VLA-4 expressing cells; ligand binding flow cytometry; inhibition, % (about 7 µM as worked out from the volumes in the protocol); 0.2% of 330,000 active; in the data active = inhibition above about 50%
PP1 counter = PP1-alpha phosphatase inhibitors, primary screen, counter-screen for PP5 inhibitor project, biochemical, fluorescence, OMFP substrate, single point | purified PP1alpha | 0.9% of 320,000 active | inhibition, % at 6.7 µM | Serine/threonine-protein phosphatase PP1-alpha catalytic subunit (Homo sapiens), P62136 | AID 2235, 2010;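 active = inhibition above the mean inhibition of all tested compounds plus 3 SD, computed separately for each screening campaign, cut at about 15% in these data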
GRK2 inh = compounds blocking aptamer binding on GRK2 – biochemical, human GRK2, bead flow cytometry, HTS, primary screen; Beta-adrenergic receptor kinase 1 (Homo sapiens), P25098; FAM-aptamer displacement from GRK2; inhibition of aptamer binding, % at 10 µM; 0.59% of 330,000 active; AID 488847, 2010;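 active = inhibition of aptamer binding above 40%, roughly 3 SD of noise, on plates passing a quality check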;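 note: median bead fluorescence of bound FAM aptamer so fluorescent compounds give negative values; no value below 0 was filed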
proCasp7 act = procaspase-7 activators, primary screen, counter-screen for procaspase-3 activator project, biochemical, absorbance, HTS, human; Caspase-7 (Homo sapiens), P55210; recombinant procaspase-7, Ac-DEVD-pNA absorbance 405 nm; D23A/D198A/D206A triple mutant, cannot self-cleave; scale: DMSO 0, 5 µM enzyme 100; activation, % at 8.5 µM; 0.093% of 330,000 active; AID 463210, 2010;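 active = percent activation above the screen-wide mean plus 3 SD, cut at about 25% in these data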
Target sequence (P55210 whole entry D23A/D198A/D206A): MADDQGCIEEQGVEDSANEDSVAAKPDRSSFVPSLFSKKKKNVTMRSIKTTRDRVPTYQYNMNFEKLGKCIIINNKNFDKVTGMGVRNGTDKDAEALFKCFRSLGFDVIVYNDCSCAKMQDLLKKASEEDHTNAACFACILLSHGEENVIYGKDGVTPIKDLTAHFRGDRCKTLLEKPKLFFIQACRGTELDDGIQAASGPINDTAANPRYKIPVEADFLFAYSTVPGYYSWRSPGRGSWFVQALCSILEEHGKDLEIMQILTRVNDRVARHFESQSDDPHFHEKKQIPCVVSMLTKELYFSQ
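Assay system: Uncleavable procaspase-7 mutant enzyme | Input: 2 µM procaspase-7 mutant as dispensed | Timing: 1 h compound preincubation, 2 h substrate cleavage, 25 °C | Repeats: One well per compound | Control set: DMSO wells as 0%, DMSO with 5 µM added PC-7 as 100% | Technique: Epi-absorbance of released pNA at 405 nm, two timepoints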
GASC-1 inh = inhibitors of GASC-1 histone demethylase, primary screen, biochemical, fluorescence, DELFIA europium | Lysine-specific demethylase 4C (Homo sapiens), Q9H3R0 | GST-JMJD2C(1-420) H3K9me3 demethylation | inhibition, % at 2.35 µM | 0.069% of 330,000 active;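 active = more than half of a compound's replicate wells show inhibition beyond 50%, single wells judged on their own value; inconclusive = some, but no more than half, of replicates pass 50% inhibition; inactive = no replicate passes 50% inhibition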;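 note: signal counts dimethyl H3K9 product captured on neutravidin plate; 0% = median of DMSO wells and 100% = 0.3 times that DMSO median; strong numbers were not always called active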
* marks the source's active call; other numbers are inactive results; i = inactive; ? = inconclusive; . = no result given.

Values run as follows: procasp3 activ	HCV core dimer	PP5 inh	CTSL1 counter	VLA-4 inh	PP1 counter	GRK2 inh	proCasp7 act	GASC-1 inh
- NS(=O)(=O)c1ccc(CCNC(=O)c2ccc(Cl)s2)cc1
  2	0	0.7	0	-1	-4	1	2	1
- CCc1cc2c(NC(C(=O)O)C(C)C)ncnc2s1 (stereo not drawn)
  4	-10	-5.8	8	-9	-4	2	10	1
- COC(=O)CNC(=O)C1CCC(CNS(=O)(=O)c2cccc3nsnc23)CC1 (stereo not drawn)
  2	5	0.4	-4	-2	-5	3	9	-5
- O=[N+]([O-])c1ccc(O)c(C(C#Cc2ccccc2)N2CCOCC2)c1 (stereo not drawn)
  1	-2	-1.7	-2	5	3	3	-9	2
- Cn1c(CCNC(=O)c2ccccc2)nc2cc(NC(=O)C3CCCCC3)ccc21
  7	5	1.4	2	18	-6	1	0	7
- COC(=O)C1=NN(c2ccc(C)cc2)C2C(=O)N(c3ccccc3OC)C(=O)C12 (stereo not drawn)
  14	-3	0.9	0	1	-3	1	12	-5
- COc1ccccc1NC(=O)COC(=O)CCc1ccc(S(=O)(=O)N2CCOCC2)cc1
  0	.	0.6	.	-3	-1	0	3	-4
- O=C(CSc1nnc(-c2ccc(Cl)cc2)o1)N1CCOCC1
  -14	-10	0.7	-4	-1	1	0	5	-6
- COc1cccc(OC)c1C(=O)n1nc(C)cc1C
  6	-1	2.8	-3	1	0	15	-6	-2
- Cc1c(Cl)cccc1NC(=S)N(CCCN1CCOCC1)Cc1cccs1
  4	4	1.1	-1	-3	0	1	3	21
- CCc1ccc(S(=O)(=O)Nc2cc3c(cc2C)n(C)c(=O)n3C)cc1
  -27	-3	3.2	0	14	4	0	1	-49
- COc1ccc(-n2ncc3c(NCc4cccnc4)ncnc32)cc1
  4	2	-0.1	-6	13	-2	2	3	-14
- Oc1ccc(C2N=C(c3ccccc3)NC(c3ccccc3)=N2)cc1
  7	1	1.6	2	2	1	1	0	0
- O=C(CN1CCN(c2ccccc2F)CC1)c1ccc(O)cc1O
  -8	-4	1.3	4	22	3	1	1	17
- Oc1ccc(N2CCN(C(=S)NCCc3ccccc3)CC2)cc1
  -8	-4	2.6	3	5	1	0	-11	-2
- CC(=O)Nc1nnc(SCC(=O)Nc2ccc(N3CCOCC3)c(Cl)c2)s1
  -1	-7	-0.3	1	4	0	0	-4	0
- O=C(N/N=C\c1cc(Br)ccc1O)c1ccc(S(=O)(=O)N2CCCCC2)cc1
  -17	-3	-0.4	1	-7	7	0	-25	26
- CCn1c(=O)cc(SCC(=O)NCc2ccco2)c2ccccc21
  4	5	1.3	3	11	-3	1	9	-1
- COc1cc(C(=O)NC2CCCc3ccccc32)cc(OC)c1C (stereo not drawn)
  1	10	3.6	-2	17	-3	3	3	3
- COc1cc2c(-c3cc(F)cc(F)c3)c(-c3ccsc3)oc(=O)c2cc1OC
  -3	.	1.6	.	6	0	0	5	0
- Cn1c(-c2ccccc2Br)n[nH]c1=S
  -2	-4	-2.3	1	12	-3	0	1	0
- COc1ccc(-c2[nH]ncc2/C=N\NC(=O)c2ccc(C(C)(C)C)cc2)cc1OC
  -2	21	3.0	5	18	2	8	-4	-6
- CCc1ccc(NC(=O)NCCN2CCc3ccccc3C2)cc1
  -5	-7	1.1	-1	22	-1	1	12	-3
- O=C(NCCn1ccc2ccccc21)c1ccc(S(=O)(=O)N2CCCCC2)cc1
  5	4	5.7	2	13	2	1	14	4
- Cc1cc(=O)oc2c(CN3CCCCC3)c(O)c(Cl)cc12
  2	1	-0.7	7	2	-4	0	4	-8
- Cc1cc(Cl)ccc1OCC(=O)NCC(c1cccs1)N1CCOCC1 (stereo not drawn)
  9	5	-0.8	3	3	-2	1	14	2
- O=C(Cn1cc2c(n1)CCCCC2)NCc1ccccn1
  10	3	1.4	2	42	-5	0	8	2
- Cc1ccc(C)c(Oc2cc(NC(=O)CCCn3nc(C)c([N+](=O)[O-])c3C)cc([N+](=O)[O-])c2)c1
  1	-1	3.4	4	0	6	1	-3	5
- CC(C)Cc1nnc(NC(=O)CCC(=O)NC2CCCC2)s1
  7	4	2.2	-6	7	-4	2	3	3
- COc1c(Cl)cc(Cl)cc1C(=O)Nc1ccc(NC(=O)c2cccs2)cc1
  11	13	4.8	-1	4	4	0	9	88
- CCOc1cccc(-n2nnnc2-c2ccc(OC)cc2)c1
  -7	0	-0.6	-2	-44	1	0	0	-1
- O=C(CSc1nc2c(c(C(F)(F)F)n1)CCc1ccccc1-2)NCc1ccco1
  6	12	2.8	3	-5	3	0	-11	-2
- NC(=O)C1CCN(C(=O)C2CCC(=O)N(Cc3ccc(Cl)cc3)C2)CC1 (stereo not drawn)
  -7	12	-1.7	2	2	-2	7	6	-6
- Cc1ccc(S(=O)(=O)N(CC(O)CN2CCOCC2)c2cccc([N+](=O)[O-])c2)cc1 (stereo not drawn)
  6	5	0.8	2	11	-3	3	-3	8
- COc1cc(NC(=O)CN(C)S(=O)(=O)c2ccc(C)cc2)cc(OC)c1
  -2	-1	1.3	-7	6	1	0	-2	3
- COC(=O)C1=C(C)N(C2CCCC2)C(=O)C1(NC(C)=O)C(F)(F)F (stereo not drawn)
  2	-2	-0.3	5	14	-5	0	0	9
- CCC(C(=O)Nc1cc(C(=O)Nc2cc(C)ccn2)ccc1Cl)c1ccccc1 (stereo not drawn)
  -2	1	1.4	0	25	2	1	1	3
- CC(=O)c1ccc2c(c1)Nc1ccccc1S2
  -2	-57	3.9	-4	5	4	2	-2	-2
- CCCC(=O)Nc1ccccc1NC(C)=O
  3	-4	-1.6	0	-9	2	0	3	-22
- c1ccc(-c2nnc3sc(Cc4cccs4)nn23)cc1
  0	12	3.5	7	-5	1	2	3	?
- N#C/C(=C\Nc1ccccn1)S(=O)(=O)c1ccc(Cl)cc1
  2	3	2.6	2	8	-3	0	-1	-20
- COc1ccc(CN2C(=O)CS/C2=N/N=C/c2ccccc2)cc1
  -7	-2	1.8	2	7	4	0	-3	6
- CCOC(=O)c1sc(NC(=O)CSC(=S)N2CCN(C)CC2)nc1C
  9	-1	0.0	-1	11	2	0	9	-16
- Cc1onc(C(=O)NCc2ccc(F)cc2)c1[N+](=O)[O-]
  6	9	-1.9	6	3	-4	0	-5	-1
- CCOC(=O)Cc1c(C)nc2c(-c3ccccc3OC)c(C)nn2c1C
  5	-4	0.3	2	-3	3	0	0	9
- CN(C)CCNc1nc(S(=O)(=O)c2ccccc2)c(Cl)s1
  2	-2	0.8	0	8	-6	0	4	12
- Cc1ccc(C)c(N(CC(=O)NC2CCCC2)C(=O)CNC(=O)c2cccs2)c1
  -2	-16	0.0	6	-9	4	5	-7	16
- O=C(O)c1cccc(NC(=O)c2cn(-c3ccccc3)nc2-c2cccc(Br)c2)c1
  -2	15	4.1	4	5	13	3	-5	-4
- CSc1sc(C(=O)O)c2c1C(=O)CC(C)(C)C2
  7	-6	1.7	-1	24	1	0	-1	4
- O=C(NC(Cc1ccccc1)C(=O)O)/C(=C\c1ccco1)NC(=O)c1ccccc1 (stereo not drawn)
  3	-1	2.0	3	7	-3	8	-4	3
- CN(C)c1ccc(/C=N/NC(=O)CCc2nc3ccccc3[nH]2)cc1
  -5	-11	1.7	2	13	-2	1	1	-5
- CCOC(=O)c1sc(NC(=O)Nc2ccccc2Cl)cc1C
  -1	10	4.8	4	-2	4	0	0	-1
- c1cnc2c(OCc3cn4cccnc4n3)cccc2c1
  7	-1	1.2	-2	15	-2	0	10	12
- COc1ccc(-c2cc(=O)oc3cc(OCC(=O)N(C)C4CCS(=O)(=O)C4)ccc23)cc1 (stereo not drawn)
  8	-1	-2.4	2	8	0	0	1	-21
- O=C(Nc1nc(-c2ccccn2)cs1)c1cc(Cl)ccc1[N+](=O)[O-]
  -7	15	0.5	2	-1	16*	2	-20	9
- COc1nc(NCC(C)C)nc(Oc2ccc(OCc3ccccc3)nn2)n1
  5	3	3.1	1	4	0	2	-4	2
- COc1cc(C(=O)Nc2cccc(-c3cn4cccnc4n3)c2)cc(OC)c1OC
  5	3	-0.3	0	-12	-4	2	7	i
- COC(=O)Cc1ccc(NC(=S)Nc2cccc(C)n2)cc1
  -13	1	-1.2	-2	-1	0	0	-12	43
- O=C(CCN1C(=O)C2C3C=CC(C3)C2C1=O)Nc1ccc(F)cc1 (stereo not drawn)
  2	-9	2.6	-1	-9	-4	1	-2	-11
- Clc1ccc(-c2nnc(CSc3nnc(-c4cccs4)o3)o2)cc1
  -6	4	0.1	6	-1	1	1	-4	-17

Next entries
Values run as follows: procasp3 activ	HCV core dimer	PP5 inh	CTSL1 counter	VLA-4 inh	PP1 counter	GRK2 inh	proCasp7 act	GASC-1 inh
- O=C(Nc1ccccc1)c1ccc(NCc2ccco2)c(S(=O)(=O)N2CCOCC2)c1
  2	12	0.8	1	-2	1	1	-3	0
- CCOC(=O)C(C)Sc1snnc1C (stereo not drawn)
  -9	2	3.3	-4	4	-3	1	7	99
- C/C(=C/CCC(C)(O)C1CC[C@@]2(C)[C@@H]3CC=C4[C@@H](CC[C@H](O[C@H]5O[C@@H](CO)[C@H](O)[C@@H](O)[C@@H]5O)C4(C)C)[C@]3(C)C(=O)C[C@]12C)CO[C@@H]1O[C@H](CO)[C@@H](O)[C@H](O)[C@H]1O (stereo partly drawn)
  -3	.	.	.	4	.	0	9	4
- O=C(COC(=O)/C=C/c1cccc(F)c1)Nc1ncccn1
  -3	4	1.1	-7	2	-5	45*	14	0

By substructure, the entries above with a CF3 group.
Values run as follows: procasp3 activ	HCV core dimer	PP5 inh	CTSL1 counter	VLA-4 inh	PP1 counter	GRK2 inh	proCasp7 act	GASC-1 inh
- O=C(CSc1nc2c(c(C(F)(F)F)n1)CCc1ccccc1-2)NCc1ccco1
  6	12	2.8	3	-5	3	0	-11	-2
- COC(=O)C1=C(C)N(C2CCCC2)C(=O)C1(NC(C)=O)C(F)(F)F (stereo not drawn)
  2	-2	-0.3	5	14	-5	0	0	9

Screens: PubChem BioAssay, several laboratories
